proCasp7 act: counter-screen: procaspase-7 (human) activation. P55210. recombinant procaspase-7, Ac-DEVD-pNA absorbance 405 nm; D23A/D198A/D206A triple mutant, cannot self-cleave; scale: DMSO 0, 5 µM enzyme 100. activation, % at 8.5 µM. actives 0.093% (n = 330,000). AID 463210;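 active = percent activation above the screen-wide mean plus 3 SD, cut at about 25% in these data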
Target sequence (P55210 whole entry D23A/D198A/D206A): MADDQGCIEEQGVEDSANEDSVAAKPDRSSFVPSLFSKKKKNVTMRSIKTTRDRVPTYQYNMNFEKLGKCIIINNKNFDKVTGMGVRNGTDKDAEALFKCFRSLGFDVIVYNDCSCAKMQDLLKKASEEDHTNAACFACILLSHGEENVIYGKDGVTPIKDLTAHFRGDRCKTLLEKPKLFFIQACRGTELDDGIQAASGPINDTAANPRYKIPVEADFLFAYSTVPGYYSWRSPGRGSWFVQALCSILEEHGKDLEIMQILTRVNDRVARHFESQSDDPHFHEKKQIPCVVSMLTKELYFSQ
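Assay system: Uncleavable procaspase-7 mutant enzyme / Input: 2 µM procaspase-7 mutant as dispensed / Dosing: single nominal 8.5 µM compound dose, 0.8% DMSO final / Timing: 1 h enzyme–compound preincubation and 2 h substrate reaction, both 25 °C / Detection: p-Nitroaniline absorbance at 405 nm, read at 0 and 120 min / Replication: singlicate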
Efflux pump mplx: blocks antifungal efflux pumps in multiplex yeast assay; actives 0.44% (n = 330,000); S. cerevisiae Candida pump triplex, Nile Red efflux; inhibition, % at 10 µM;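 active = plate passing quality check with inhibition over a set limit, or well fluorescence over plate mean plus 4 SD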;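 note: Nile Red retained in pooled yeast measured as flow cytometry median fluorescence; 0% = buffer negative control and 100% = Enniatin B positive control; higher means more Nile Red kept so more efflux inhibition; some compounds called inactive have numbers as strong as hits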
proCasp3 act: procaspase-3 (human) activation; activation, % at 8.5 µM; P42574; recombinant procaspase-3 D3A, Ac-DEVD-pNA absorbance 405 nm; actives 0.11% (n = 330,000);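 active = activation above the mean of all tested compounds plus 3 SD, cut at about 21% in these data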;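 note: 0% = DMSO alone and 100% = DMSO wells spiked with extra 5 µM PC-3 D3A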
Target sequence (P42574 whole entry D9A/D28A/D175A): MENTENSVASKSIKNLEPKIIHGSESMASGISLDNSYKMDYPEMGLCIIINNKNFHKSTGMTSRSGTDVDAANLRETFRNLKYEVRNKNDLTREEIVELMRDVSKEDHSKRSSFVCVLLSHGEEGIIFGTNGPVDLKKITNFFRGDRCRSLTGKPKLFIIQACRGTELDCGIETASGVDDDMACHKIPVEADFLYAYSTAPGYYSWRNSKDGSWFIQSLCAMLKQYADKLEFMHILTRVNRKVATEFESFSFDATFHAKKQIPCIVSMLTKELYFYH
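Test system: Procaspase-3 D3A mutant, all three cleavage aspartates alanine | Dosing: Single dose, 8.5 µM nominal compound, 0.8% DMSO | Schedule: 1 h preincubation, 2 h reaction | Technique: 405 nm absorbance of p-nitroaniline, reads at 0 and 120 min | Repeats: One well per compound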
PP1 inh: PP1-alpha (human) inhibition in PP5 counter-screen; P62136; purified PP1alpha, OMFP fluorescence; inhibition, % at 6.7 µM; actives 0.9% (n = 320,000);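 active = inhibition above the mean inhibition of all tested compounds plus 3 SD, computed separately for each screening campaign, cut at about 15% in these data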
Target sequence (P62136 whole entry, looked up): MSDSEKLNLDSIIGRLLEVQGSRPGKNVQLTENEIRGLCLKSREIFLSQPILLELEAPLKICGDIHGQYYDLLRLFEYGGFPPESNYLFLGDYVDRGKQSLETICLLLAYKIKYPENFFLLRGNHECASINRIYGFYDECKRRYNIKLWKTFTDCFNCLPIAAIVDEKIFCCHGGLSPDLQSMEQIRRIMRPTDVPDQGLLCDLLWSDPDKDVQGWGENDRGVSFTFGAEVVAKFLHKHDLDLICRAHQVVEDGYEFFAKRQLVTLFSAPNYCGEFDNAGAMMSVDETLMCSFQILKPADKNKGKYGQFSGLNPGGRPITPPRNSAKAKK
TPT1 inhibitor: C. albicans TPT1 enzyme inhibition; recombinant caTPT1, FP RNA substrate dephosphorylation; inhibition, % at 5 µM; actives 0.81% (n = 300,000); AID 1962;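 active = inhibition above the mean of all tested compounds plus 3 SD, set per screening campaign, cut at about 24% in these data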;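 note: plate controls were DMSO alone for no effect and ferristatin control at 100 nM for full effect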
CTSL1 counter: cathepsin L1 inhibition, PFM18AAP counter-screen. recombinant F. hepatica cathepsin L1, Z-Leu-Arg-MCA fluorescence. inhibition, % at 5.96 µM. actives 0.49% (n = 300,000);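 active = inhibition above the mean of all tested compounds plus 3 SD, set per screening campaign, cut at about 17% in these data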;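 note: 0% = plate median of test compound wells and 100% = 1 µM Z-Phe-Ala-diazomethylketone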
PP5 inh: PP5 (human) phosphatase inhibition. AID 1987. actives 0.18% (n = 320,000). purified PP5c, OMFP substrate fluorescence. inhibition, % at 6.7 µM;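 active = inhibition above the campaign's mean inhibition across all tested compounds plus 3 SD, cut at about 9.5% in these data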;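 note: 0% = DMSO only and 100% = 100 µM cantharidin control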
JMJD2C inh: human JMJD2C demethylase inhibition | Q9H3R0 | GST-JMJD2C(1-420) H3K9me3 demethylation, DELFIA europium | inhibition, % at 2.35 µM | actives 0.069% (n = 330,000) | AID 2099;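 active = more than half of a compound's replicate wells show inhibition beyond 50%, single wells judged on their own value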;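 note: signal counts dimethyl H3K9 product captured on neutravidin plate; 0% = median of DMSO wells and 100% = 0.3 times that DMSO median; strong numbers were not always called active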
HCV core dimer: blocks dimerization of HCV core protein; TR-FRET GST/Flag-core106 dimerization, 1536-well; actives 0.33% (n = 300,000); inhibition, % at 5 µM;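 active = inhibition above the mean of all tested compounds plus 3 SD, set per screening campaign, cut at about 45% in these data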
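Test system: GST/Flag-tagged HCV core106 proteins; Medium: KF-containing HEPES buffer, pH 7.45, DTT, CHAPS, BSA; Times: compound-protein-antibody incubation 4 h at 22.5 °C; Detection: TR-FRET 671 and 617 nm emission; Benchmarks: wells lacking GST-core106 and wells with excess unlabelled core106.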
Active calls of the source: *; . = no result given; & = joins results of further samples.

Every second line gives: proCasp7 act, Efflux pump mplx, proCasp3 act, PP1 inh, TPT1 inhibitor, CTSL1 counter, PP5 inh, JMJD2C inh, HCV core dimer
Cc1cccc(N2CCN(C(=O)c3ccoc3C)CC2)c1C
  -11.1, 0.2, -1.1, 2.2, -1.1, -5.0, -0.2, 12.6, -2.5
COC(=O)c1cccc(S(=O)(=O)N(Cc2ccco2)Cc2cc3ccc(OC)cc3[nH]c2=O)c1
  -5.2, 0.5, -2.8, -0.3, 2.7, -2.2, 4.2, -1.9&6.6, 4.7
O=C(NCCc1ccccc1)c1nccc2ccccc12
  -5.1, 0.1, 6.8, -4.9, 0.8, 0.4, -0.8, -2.5, -11.5
O=C(/C=C/c1ccc(O)c(O)c1)OCCc1ccccc1
  -25.9, 0.0, -14.4, 0.0, 2.6, 2.5, 3.6, 11.0, -3.1
CC(C)C[C@H](NC(=O)c1[nH]cnc1C(=O)N[C@@H](Cc1ccccc1)C(=O)OCc1ccccc1)C(=O)OCc1ccccc1
  1.1, -0.2, 6.9, 11.0, 5.4, 2.9, 1.5, 5.6, 17.6
C/C(=N\NC(=O)Cn1cc([N+](=O)[O-])cn1)c1ccc(O)cc1
  3.8, 0.2, 9.5, -2.2, 1.4, -1.9, -0.1, 1.0, 2.0
C=CCn1c(=O)c(C(=O)OCC)c(O)c2ccccc21
  -7.2, -0.4, 4.2, -3.3, -1.1, -5.1, -1.7, 4.1, -3.5
CCOC1=NC(C(=O)O)c2ccccc2/C(=C(/C)Cl)N1 (stereo unspecified)
  9.9, 0.0, -4.4, -2.9, 0.0, 3.9, -0.2, -18.9, 0.3
O=C(COC(=O)c1ccc(OC(F)F)cc1)NC(=O)NC1CCCC1
  9.8, 0.1, 5.7, -0.5, ., ., 1.9, ., .
CCOC(=O)C1(C)NC(c2cccs2)C2C(=O)N(c3ccccc3)C(=O)C21 (stereo unspecified)
  -1.3, -0.1, 6.6, -0.6, -0.3, 1.0, 0.1, 1.0, 1.1
O=C(COC(=O)Cc1n[nH]c(=O)c2ccccc12)Nc1c(Cl)cccc1C(F)(F)F
  7.5, 0.3, -1.4, -3.4, 0.6, -3.5, -0.9, 40.0, 0.0
CC(=O)NC(CC(=O)O)c1ccc([N+](=O)[O-])cc1 (stereo unspecified)
  -1.6, 0.4, -3.7, -1.2, 4.1, 2.7, 0.4, -15.8, -0.7
CC(=O)c1c(N2CCN(c3ccccc3)CC2)nc(=S)n(-c2ccccc2)c1C
  -9.5, 0.2, -8.2, 4.7, 77.6*, -1.1, 4.1, -4.4, 2.4
CN1CCN(C(=O)C2=C[C@@H](c3csc4ccccc34)C[C@@H](OCCCCO)O2)CC1
  -2.9, -0.1, -2.8, -0.6, -1.7, 0.8, 2.5, -2.6, -7.5
CCC1=C(OC(=O)N(CC)CC)N2C(=O)OC(=NCCOC)[C@]2(Cc2ccccc2)[C@H]2C1=CC[C@H]1C(=O)N(CC)C(=O)[C@H]12
  -6.4, -0.1, -2.4, -2.2, -3.4, 3.3, 0.8, -1.4, -5.4
S=C(S)N1CCCC1
  3.8, 0.1, -4.7, 3.9, -2.6, -1.0, 0.0, -6.3, -3.1
CCCCOc1ccc(N=Cc2ccc[nH]2)cc1
  7.2, -0.1, 4.3, -3.8, 0.0, 5.7, -0.7, -7.1, -3.6
COc1ccccc1NC(=O)Cn1nnc(-c2ccccc2NS(=O)(=O)c2ccccc2)n1
  0.2, -0.4, 6.1, -1.9, -0.1, -2.2, 4.0, 4.2, 9.6
O=C(c1ccco1)N1CCN(C(=S)NCc2ccc(F)cc2)CC1
  -2.5, 0.0, 6.5, -2.3, 2.7, 0.2, 2.0, 6.0, -2.1
CC(O)CNC(=O)Cc1cc(=O)[nH]c(=O)[nH]1 (stereo unspecified)
  -2.3, 0.0, 8.7, -1.1, 1.8, -1.6, -1.6, 1.5, 0.8
COc1ccc(OC)c(/C=C/C(=O)Nc2cccc(S(=O)(=O)NC3=NCCCCC3)c2)c1
  84.5*, 0.1, 26.4*, 2.2, ., ., 0.8, 31.7, .
COc1ccc(N(C)C(=O)c2oc(=O)c3ccccc3c2-c2ccccc2)c(OC)c1
  3.1, 0.0, 3.2, 1.1, -2.9, 1.3, 1.3, 24.7, 2.5
COc1ccccc1-n1cc(C(=O)NCC(=O)N2CCN(c3ccccn3)CC2)c2ccccc2c1=O
  -0.9, 0.0, 5.3, -7.8, -1.2, 6.9, -2.6, -1.9, -2.5
COc1cc(/C=C2\C(=N)N3N=C(C(C)C)SC3=NC2=O)ccc1OCCOc1ccc(NC(C)=O)cc1
  3.0, -0.1, -2.1, 0.7, 3.6, 1.2, 1.6, 2.2, 5.7
CCOC(=O)C1CCCN(C(=O)/C(=C/c2ccco2)NC(=O)c2ccccc2)C1 (stereo unspecified)
  -14.4, 0.1, -10.2, 3.2, 9.5, -2.6, -1.9, -8.5, 6.1
CN1C(=O)[C@H]2[C@@H](/C=C/c3ccccc3)N3C(=O)CN(Cc4ccccn4)C(=O)[C@@]3(Cc3ccccc3)[C@H]2C1=O
  6.6, -0.2, 1.1, ., ., ., ., 13.6, .
Nc1nc(CSc2nnnn2-c2ccc(Cl)cc2)nc(N2CCOCC2)n1
  7.5, -0.1, 2.9, -6.0, 0.4, -0.6, 0.7, -1.4, -0.2
CC(C)(CO)NS(=O)(=O)c1ccc2c(c1)C(=NO)c1cc(S(=O)(=O)NC(C)(C)CO)ccc1-2
  2.4, -0.1, 0.4, -1.5, -0.5, 2.0, -1.6, -1.0, 2.0
CC(C)CN(C(=O)COC(=O)/C=C/c1cccs1)c1c(N)n(Cc2ccccc2)c(=O)[nH]c1=O
  -5.5, -0.1, -5.3, 0.0, 2.4, 0.5, 0.1, -29.0, 2.1
O=C(CSc1n[nH]c(=O)[nH]c1=O)N/N=C/c1ccccc1
  -12.0, 0.1, -2.8, -0.1, -1.2, 1.2, -1.0, -5.1, -4.7

Sorted by SMILES length (low to high): part of the list above.
Every second line gives: proCasp7 act, Efflux pump mplx, proCasp3 act, PP1 inh, TPT1 inhibitor, CTSL1 counter, PP5 inh, JMJD2C inh, HCV core dimer
CCCCOc1ccc(N=Cc2ccc[nH]2)cc1
  7.2, -0.1, 4.3, -3.8, 0.0, 5.7, -0.7, -7.1, -3.6
O=C(/C=C/c1ccc(O)c(O)c1)OCCc1ccccc1
  -25.9, 0.0, -14.4, 0.0, 2.6, 2.5, 3.6, 11.0, -3.1
CC(=O)NC(CC(=O)O)c1ccc([N+](=O)[O-])cc1 (stereo unspecified)
  -1.6, 0.4, -3.7, -1.2, 4.1, 2.7, 0.4, -15.8, -0.7
O=C(COC(=O)c1ccc(OC(F)F)cc1)NC(=O)NC1CCCC1
  9.8, 0.1, 5.7, -0.5, ., ., 1.9, ., .
COc1ccccc1NC(=O)Cn1nnc(-c2ccccc2NS(=O)(=O)c2ccccc2)n1
  0.2, -0.4, 6.1, -1.9, -0.1, -2.2, 4.0, 4.2, 9.6
CC(C)CN(C(=O)COC(=O)/C=C/c1cccs1)c1c(N)n(Cc2ccccc2)c(=O)[nH]c1=O
  -5.5, -0.1, -5.3, 0.0, 2.4, 0.5, 0.1, -29.0, 2.1
COc1cc(/C=C2\C(=N)N3N=C(C(C)C)SC3=NC2=O)ccc1OCCOc1ccc(NC(C)=O)cc1
  3.0, -0.1, -2.1, 0.7, 3.6, 1.2, 1.6, 2.2, 5.7

Next results
Every second line gives: proCasp7 act, Efflux pump mplx, proCasp3 act, PP1 inh, TPT1 inhibitor, CTSL1 counter, PP5 inh, JMJD2C inh, HCV core dimer
Cc1cccc(NC(=S)NCCN2CCOCC2)c1C
  -1.2, 0.0, -7.0, 2.2, -0.1, -5.5, 4.0, 11.5, -1.2
Cc1ccc(C(=O)N/C(=C\c2ccc(C(C)C)cc2)C(=O)NCCCN2CCOCC2)cc1
  6.1, -0.6, 5.9, -2.7, 3.0, 6.8, 0.0, 3.3, -1.7
O=C(c1nnc(-c2ccccc2)o1)C1CC1
  -0.6, 0.0, -1.1, -4.2, -0.1, 3.3, -0.5, -1.3, 7.3
CCN(CC)c1ccc(/C=N/NC(=S)NCc2ccccc2)cc1
  42.8*, 0.1, 67.0*, 1.6, -1.2, 2.0, 3.6, 1.5, -0.8
CC1CCCC(NC(=O)CN(C)CC(=O)Nc2ccc(F)cc2)C1C (stereo unspecified)
  -4.2, 0.1, 2.1, -1.4, ., ., 3.2, 2.7, .
Cc1ccc(S(=O)(=O)Nc2ccc(-n3cnnn3)cc2)cc1
  -0.5, 0.9*, 0.0, -3.5, -0.8, -4.5, 1.2, -3.4, 1.8
C=CCN(CC=C)C(=S)NC(=O)/C=C/c1ccc(OC)cc1
  6.6, 0.1, -5.8, 2.1, -0.6, 3.1, 0.0, -5.8, -3.6
Cc1ccc2nc3c(cc(C#N)c(=N)n3Cc3cccnc3)c(=O)n2c1
  -7.8, 0.2, -16.0, -3.2, 0.6, 4.5, 0.9, -19.8, 8.6
COCCn1c(C)cc(C(=O)COC(=O)c2ccc3c(c2)NC(=O)CS3)c1C
  -0.6, -0.1, -13.1, -2.1, -1.8, -3.1, 0.5, -0.4, 3.2
COc1ccc(NC(=O)CN2CCN(CC(=O)Nc3ccccc3Cl)CC2)c(OC)c1
  -5.8, -0.1, -4.1, -0.3, -2.1, -1.2, -2.3, -6.6, 3.5
Cc1ccc(S(=O)(=O)N2CCN(C(=O)COC(=O)C3CCC3)CC2)cc1
  3.5, 0.0, -2.6, -5.2, -3.1, -21.2, -0.8, -9.4, -10.5
CC(=O)Nc1ccc2nsnc2c1
  7.8, 0.0, 10.3, 5.8, -2.1, 0.6, -2.2, -5.6, 0.3
COc1ccc(CCC(=O)OCC(=O)N(CC(C)C)c2c(N)n(Cc3ccccc3)c(=O)[nH]c2=O)cc1
  -4.5, -0.2, 0.9, -1.1, -2.1, 0.7, -1.4, 1.6, -8.6
CC(C)NC(=O)c1cnn2c1NC(c1cccs1)CC2C(F)(F)F (stereo unspecified)
  -10.5, -0.4, 2.9, -4.8, -2.5, 0.4, 0.2, 0.2, -0.2
CC1CN(CCCCOc2ccc(C(C)C)cc2)CC(C)O1 (stereo unspecified)
  9.6, 0.0, 4.7, 0.3, -7.2, 2.0, 1.3, -0.6, -1.9
C=C(C)CN(Cc1ccccc1)C(=S)Nc1ccccc1
  1.8, -0.2, -9.0, -1.7, -2.4, 4.2, 0.4, -5.2, -2.1
O=C(CSc1n[nH]c(-c2ccccc2)n1)Nc1ccccc1O
  7.3, -0.1, 0.4, -4.2, 1.6, -0.2, 1.7, 9.9, 7.1
COc1ccccc1N(CC(O)COc1ccccc1C)S(=O)(=O)c1ccccc1 (stereo unspecified)
  1.0, -0.3, 10.8, 1.0, -2.7, 0.7, 3.0, 0.1, 6.6

Screening data deposited in PubChem by several laboratories.
